Mtb RmlCD inh: inhibitors of Mycobacterium tuberculosis RmlC and RmlD coupled enzymes; inhibition, % at 3.6 µM; P9WH09+P9WH11; 160,000 compounds, 0.03% hits; RmlC+RmlD coupled enzyme assay, percent inhibition; primary screen in compound mixtures; in the data active = inhibition mostly above about 34%, no sharp cut-off; note: some results filed as inactive read as strong as hits
Target sequence (P9WH09 whole entry, looked up): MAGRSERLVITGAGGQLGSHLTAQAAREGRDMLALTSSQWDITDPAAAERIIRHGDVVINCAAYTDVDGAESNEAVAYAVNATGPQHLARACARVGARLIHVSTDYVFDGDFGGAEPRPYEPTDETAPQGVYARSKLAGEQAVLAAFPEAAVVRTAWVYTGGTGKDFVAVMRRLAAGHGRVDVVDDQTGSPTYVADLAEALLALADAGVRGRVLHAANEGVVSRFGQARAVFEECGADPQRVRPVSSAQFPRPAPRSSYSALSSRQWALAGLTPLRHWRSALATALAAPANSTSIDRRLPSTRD
Target sequence (P9WH11 whole entry, looked up): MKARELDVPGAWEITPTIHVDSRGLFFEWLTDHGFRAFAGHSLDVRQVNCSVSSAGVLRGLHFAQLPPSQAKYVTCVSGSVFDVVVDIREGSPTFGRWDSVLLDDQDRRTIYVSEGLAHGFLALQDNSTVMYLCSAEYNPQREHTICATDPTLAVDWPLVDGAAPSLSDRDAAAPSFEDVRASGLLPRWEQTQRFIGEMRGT
M. tuberculosis GlmU: inhibition of mycobacterial GlmU enzyme – biochemical, glucosamine-1-phosphate acetyltransferase (AID 1376). M. tuberculosis GlmU acetyltransferase enzyme assay; higher % means a stronger effect. 220,000 compounds, 0.25% hits. inhibition, %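 (tested at 30 µM in the primary screen)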, or IC50 in µM where a hit was titrated; in the data active = inhibition above about 13%;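 note: 0% = complete reaction with vehicle and 100% = reaction without substrate; strong numbers were not always called active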
* = called active by the depositor; / = not tested or not shown. Some of the compounds tested; rates above refer to the full screens.

Start of the data: the first 3 records (preview)
SMILES	Mtb RmlCD inh	M. tuberculosis GlmU
CC1CCCCC1NC(=O)Cn1[nH]c(=O)c2ccccc2c1=O (stereo unspecified)	9.8	1.9%
CCCCn1c(O)c(/C=C2/C=CC=N2)c(=O)[nH]c1=O	/	1.7%
CC(OC(=O)c1ccncc1)C(=O)Nc1cccc([N+](=O)[O-])c1 (stereo unspecified)	-13.2	2.6%

Main list, repeating the preview:
SMILES	Mtb RmlCD inh	M. tuberculosis GlmU
CC1CCCCC1NC(=O)Cn1[nH]c(=O)c2ccccc2c1=O (stereo unspecified)	9.8	1.9%
CCCCn1c(O)c(/C=C2/C=CC=N2)c(=O)[nH]c1=O	/	1.7%
CC(OC(=O)c1ccncc1)C(=O)Nc1cccc([N+](=O)[O-])c1 (stereo unspecified)	-13.2	2.6%
Cc1nn(Cc2ccc(Cl)cc2Cl)c(C)c1NC(=O)c1sc2ccccc2c1Cl	-2.9	-2.9%
CCOC(=O)c1c(C)oc2c1c1c(c3ccccc32)OCN(Cc2cccnc2)C1	/	-1.1%
O=C1Nc2ccccc2C1=Nc1ccc(-c2nnc3n2CCCCC3)cc1	/	0.5%
CCOCCCNC(=O)/C(C#N)=C/c1cc(Br)c(O)c(Br)c1	2.1	4.1%
Cc1ncoc1C(=O)N1CCc2c([nH]c3ccccc23)C1c1ccccc1F (stereo unspecified)	-9.0	6.3%
COCC(=O)N(Cc1cc2ccc(C)c(C)c2n2nnnc12)C1CCCC1	6.3	-3.3%
CC(C)CCNC(=O)CCn1c(=S)oc2ccccc21	1.3	1.2%
COc1ccc(C(Nc2ccccn2)c2c(NC(=O)c3ccco3)sc(C)c2C)cc1 (stereo unspecified)	6.3	0.0%
CCCCCn1c(=O)c2ccccc2n2c(CCl)nnc12	30.0	-5.3%
NC(=O)c1cc2cc(Cl)ccc2o/c1=N/NC(=O)c1cccs1	2.5	3.5%
CN(C)S(=O)(=O)c1ccc(NC(=O)CSc2ncnc3ccccc23)cc1	56.4	-5.1%
O=C(O)Cc1ccc(NS(=O)(=O)c2ccccc2Br)cc1	15.7	-5.8%
Cc1cc2c(NC(=O)CC(C)(C)CC(=O)O)cccc2nn1	-5.8	6.5%
CCOc1ccc(-n2c(O)c(/C=N/Nc3nnc(C)c(=O)[nH]3)c3ccccc3c2=O)cc1	-9.8	6.0%
Nc1nc(N)nc(-c2ccc(Oc3ccccc3)cc2)n1	-6.4	2.6%
C/C(Cn1nnc([N+](=O)[O-])n1)=N\NC(=O)c1ccc(O)cc1	-8.9	-2.7%
CCS(=O)(=O)NCCc1cc2cc(C)c(C)cc2[nH]c1=O	-4.5	-4.4%
COc1ccc(-c2csc(NC(=S)NC(=O)/C=C/c3ccco3)n2)cc1OC	12.1	0.4%
CC(C)C[C@@H]1NC(=O)[C@H](CO)NC(=O)c2cc([N+](=O)[O-])cc(I)c2OCC[C@@H](C(N)=O)NC1=O	/	-0.2%
O=C(Cn1cnc2ccccc2c1=O)NCC(=O)N1CCN(c2ccccn2)CC1	-8.6	-0.4%
COc1ccc(/C=C/C(=O)OC(C)CN2CCOCC2)cc1 (stereo unspecified)	5.0	0.0%
CC(C)[C@H](Nc1ccc(S(=O)(=O)N2CCOCC2)cc1[N+](=O)[O-])C(=O)OCC(N)=O	3.2	0.2%

(further entries)
SMILES	Mtb RmlCD inh	M. tuberculosis GlmU
N#C/C(=C(/O)CN1CCN(c2ccccc2F)CC1)c1nc(-c2ccccc2)cs1	6.9	9.0%
CC(C)c1ccc2[nH]c3c(c2c1)CCCC3=O	-0.5	1.9%
O=C1C2(CCCC13COC(c1ccc(O)cc1)OC3)COC(c1ccc(O)cc1)OC2 (stereo unspecified)	-6.4	10.1%
O=C(Nc1ccc(NC(=O)c2ccccn2)cc1)C(=O)Nc1ccc2c(c1)OCCO2	4.7	1.6%
Cc1cccc(C)c1N/C=C/c1onc(C)c1[N+](=O)[O-]	5.5	-0.9%
Cc1ccccc1-n1c(Cn2c(=O)sc3ccccc32)nnc1SCC(=O)N1CCOCC1	8.8	-0.3%
CN(C)S(=O)(=O)c1ccc(C(=O)Nc2ccccc2[N+](=O)[O-])cc1	-4.0	1.6%
CC(=O)c1ccc(NC(=O)C2CCC(C)NC2=O)cc1 (stereo unspecified)	/	-4.3%
NC(=O)C1CCCN(Cc2ccc(Cl)cc2)C1 (stereo unspecified)	14.2	-1.3%
Cc1cccc(C)c1NS(=O)(=O)c1ccc(NC(=O)c2ccc(Cl)c([N+](=O)[O-])c2)cc1	/	1.8%
c1ccc(C2OC3c4cccc5cccc(c45)C3N2c2ccccc2)cc1 (stereo unspecified)	/	1.2%
c1ccc(Cc2nnc3sc(Nc4ccccc4)nn23)cc1	/	-0.7%
CCC(C)NC(=O)CCNS(=O)(=O)c1ccc(Br)cc1 (stereo unspecified)	/	5.3%
Cn1nnc(NC(=S)NC(=O)c2ccco2)n1	27.3	-4.3%
COCCNC(=O)/C(C#N)=C/c1ccc(C)o1	3.0	4.6%
COC(=O)c1ccc(NC(=S)NCCc2ccccc2C)cc1	/	2.5%
Cc1ccc(C)c(S(=O)(=O)c2c(N)n(/N=C/c3ccco3)c3nc4ccccc4nc23)c1	3.4	-0.5%
CCOC(=O)c1c(NC(=O)CSc2nnc(-c3c[nH]c4ccccc34)n2CC)sc2c1CCCC2	/	-5.9%
NC(=S)Nc1ccc(F)c(F)c1F	9.7	3.9%
COc1cc(/C=N/NC(=S)NC2CC3C=CC2C3)cc(OC)c1OC (stereo unspecified)	-5.7	47.0%
CCN1CCc2nc(NC(=O)C(c3ccccc3)c3ccccc3)sc2C1	-4.4	-2.1%
CC1=C(C(=O)N2CCOCC2)C(c2ccc(O)cc2)NC(=S)N1 (stereo unspecified)	0.9	-0.4%
CCSC1=NCN(CCCC(=O)O)CN1	6.4	0.4%
Cc1cc(NC(=O)C2CC(c3c(F)cccc3Cl)=NO2)n(-c2ccccc2)n1 (stereo unspecified)	-10.3	-0.2%
Cc1nn2c3c(cnc2c1-c1ccccc1)C(=O)CCC3	-10.2	1.4%

Carrying on.
SMILES	Mtb RmlCD inh	M. tuberculosis GlmU
O=S(=O)(c1ccc2ccccc2c1)N1CCN(Cc2ccccn2)CC1	-14.7	-5.0%
CCOC(=O)c1c(C)nc2c(c1C)c(=O)oc1ccccc12	-8.0	-1.5%
CC(=O)c1ccc(NC(=O)C2CCN(S(=O)(=O)c3cccs3)CC2)cc1	-4.4	2.1%
Cc1ccc(NC(=O)COn2nnc3ccc(S(=O)(=O)N(C)C)cc32)cc1F	/	1.6%
CN(CC1COc2ccccc2O1)C(=S)Nc1ccccc1 (stereo unspecified)	/	2.1%
CCOC(=O)Cc1c(Sc2ccccc2)c2ccccc2n1C	13.0	-5.1%
COC(=O)c1ccc(/C=C/c2ccc3cccc(OC(C)=O)c3n2)cc1	-6.9	5.1%
CCOc1ccc2c(c1)C(N(CCN1CCOCC1)C(=O)Nc1ccc(OC)cc1OC)CC(C)(C)O2 (stereo unspecified)	-6.4	-2.5%
CC(CCc1ccccc1)NC(=O)COC(=O)C1=COCCO1 (stereo unspecified)	6.1	0.8%
CNS(=O)(=O)c1ccc(NC(=O)C(CCSC)NC(N)=O)cc1 (stereo unspecified)	7.8	1.0%
COC(=O)c1cn(C(=O)c2cccs2)c2ccccc12	-7.6	-2.6%
Nc1c(C(=O)Nc2ccc(S(=O)(=O)N3CCCC3)cc2)sc2nc3cc4c(cc3cc12)CCC4	10.8	-1.9%
O=C1CC(c2ccccc2)CC(O)=C1C=NCCN1CCNCC1 (stereo unspecified)	7.7	0.0%
CCCCSC1(SCCCC)N=C(N)C2(C#N)C(c3ccccc3)NC(C)=CC12C#N (stereo unspecified)	/	-4.0%
CCn1cc(C(=O)OC(C)C(=O)Nc2c(C)n(C)n(-c3ccccc3)c2=O)c(=O)c2ccc(C)nc21 (stereo unspecified)	7.8	0.8%
COc1ccc(C)cc1S(=O)(=O)N1CCOCC1	4.7	1.5%
CCOc1cccc(/C=N/NC(=S)NCCN2CCOCC2)c1O	6.5	-1.6%
CCOc1ccc(N2C(=O)/C(=C/c3ccccn3)SC2=S)cc1	5.9	7.9%
O=[N+]([O-])c1ccc(/C=N/Nc2nc(N3CCCCC3)nc(N3CCCCC3)n2)cc1	/	0.3%
O=C(Nc1ccccc1)NC1CCN(CCCN2C(=O)c3ccccc3C2=O)CC1	9.2	4.9%
CCCCN(CCCC)CCCNC(=O)C1CC(c2ccc(C(F)(F)F)cc2)=NO1 (stereo unspecified)	-1.8	1.6%
O=P(Cc1ccccc1)(c1ccccc1)c1ccccc1	8.0	0.2%
CC1(C)CC(=O)c2cc(N=C/C(C(=O)c3ccccc3)=C(\O)c3ccccc3)c(=O)oc2C1	5.5	1.0%
CCSc1ccccc1C(=O)Nc1nc2ccccc2c(=O)[nH]1	1.5	4.1%
CC[N+]1(C)CC2CCC(C)(C1)C2(C)C (stereo unspecified)	2.1	2.8%

An excerpt of these results, with each value named:
O=C1CC(c2ccccc2)CC(O)=C1C=NCCN1CCNCC1 (stereo unspecified)
  Mtb RmlCD inh = 7.7	M. tuberculosis GlmU = 0.0%
CCCCSC1(SCCCC)N=C(N)C2(C#N)C(c3ccccc3)NC(C)=CC12C#N (stereo unspecified)
  Mtb RmlCD inh = /	M. tuberculosis GlmU = -4.0%
CCn1cc(C(=O)OC(C)C(=O)Nc2c(C)n(C)n(-c3ccccc3)c2=O)c(=O)c2ccc(C)nc21 (stereo unspecified)
  Mtb RmlCD inh = 7.8	M. tuberculosis GlmU = 0.8%
COc1ccc(C)cc1S(=O)(=O)N1CCOCC1
  Mtb RmlCD inh = 4.7	M. tuberculosis GlmU = 1.5%

Sorted by length of the SMILES (high to low): part of the list above
SMILES	Mtb RmlCD inh	M. tuberculosis GlmU
CCOC(=O)c1c(C)nc2c(c1C)c(=O)oc1ccccc12	-8.0	-1.5%
CC(CCc1ccccc1)NC(=O)COC(=O)C1=COCCO1 (stereo unspecified)	6.1	0.8%
CN(CC1COc2ccccc2O1)C(=S)Nc1ccccc1 (stereo unspecified)	/	2.1%

Following part
SMILES	Mtb RmlCD inh	M. tuberculosis GlmU
CSc1ccccc1C(=O)C1CCCN(S(=O)(=O)N(C)C)C1 (stereo unspecified)	8.2	-2.8%
CCCCN1CNC(=S)N(CCc2ccc(OCC)c(OCC)c2)C1	6.0	5.2%
COCCNC(=O)CN1CCOc2ccccc21	5.8	1.9%
O=C(O)c1ccc(NC(=S)Nc2ccccc2)cc1	3.8	2.4%
Cc1nc(NCCO)c(C#N)c2c1COC(C)(C)C2	36.5	-3.5%
C=CCNC(=O)/C(C#N)=C/c1ccc(SC)cc1	5.5	0.5%
O=C(N/N=C/c1ccc(Br)o1)c1cc([N+](=O)[O-])cc([N+](=O)[O-])c1	/	6.2%
O=P(NS(=O)(=O)c1ccc(Cl)cc1)(Oc1ccccc1)Oc1ccccc1	/	-0.2%
O=C(O)c1ccccc1-c1nc2ccccc2c(=O)n1O	-9.1	0.0%
Cc1ccc(C)c(CS(=O)(=O)c2cn(CC(=O)N3CCC(C)CC3)c3ccccc23)c1	10.7	-0.4%
Cc1cccc(NC(=S)NNC(=O)c2cc3c(s2)CCC(C)C3)c1C (stereo unspecified)	-10.3	4.3%
N/C(Cn1cncn1)=N\OC(=O)c1ccc(Cl)cc1	/	-2.8%
CN(C)C(=S)Nc1nc2ccccc2s1	/	2.5%
CCOC(=O)c1[nH]c2ccc(F)cc2c1N=C(C)N(CC)CC	/	6.3%
CC(=O)Nc1ccc(S(=O)(=O)N2CCN(CC3CC4C=CC3C4)CC2)cc1 (stereo unspecified)	-7.0	-0.2%
CC(C)Sc1oc(-c2ccco2)nc1S(=O)(=O)c1ccccc1	-10.4	1.6%
COc1ccc(CN(C)Cc2nc(Cc3cccc(F)c3)no2)c2cccnc12	/	-2.4%
CCN(C(=O)/C=C/c1ccc2c(c1)OCO2)c1ccccc1	1.5	4.4%
CCC(C(=O)NC1CCCC1)n1c(SCc2cccc(C)c2)nc2ccncc21 (stereo unspecified)	/	1.2%
CC(=O)C1=NN(c2ccccc2)C(c2cccs2)N1c1ccc(N(C)C)cc1 (stereo unspecified)	-11.2	8.0%
Cc1ccc(-n2c(O)c(/C=N/Nc3ccc(S(=O)(=O)N4CCOCC4)cc3[N+](=O)[O-])c3ccccc3c2=O)c(C)c1	11.3	-12.0%
CCC1(C)Cc2c(sc3nn[nH]c(=O)c23)CO1 (stereo unspecified)	/	5.0%
CCCOc1ccccc1-c1nc2c([nH]1)c(=O)[nH]c(=O)n2C	1.1	2.1%
COc1ccc(C)cc1-n1nnnc1SCC(=O)Nc1cccnc1Cl	9.6	-5.6%
Cc1ccc(S(=O)(=O)c2nc(NC3CCS(=O)(=O)C3)sc2Cl)cc1 (stereo unspecified)	/	-4.7%

Continued:
SMILES	Mtb RmlCD inh	M. tuberculosis GlmU
CC(C)CCn1c(SCCN2CCOCC2)nc2c1c(=O)[nH]c(=O)n2C	/	1.8%
O=C(c1ccc(F)cc1)C(Cc1ccccc1)N1CCCCC1 (stereo unspecified)	4.4	-2.2%
CCCC1=C(C(=O)OCC)C(c2ccccc2OC)NC(=O)N1 (stereo unspecified)	-7.0	0.2%
O=C(CN1CCN(c2ccccc2F)CC1)c1ccc2c(c1)OCO2	2.6	5.2%
Cc1ccc(OCC(=O)NC2CC(C)(C)NC(C)(C)C2)cc1C	3.1	2.4%
Cc1ccc(N(C(=O)C2COc3ccccc3O2)C(C(=O)NC2CCCCC2)c2cn(C)nc2C)cc1 (stereo unspecified)	/	-3.7%
CCNC(=O)CSc1nc2ccccc2c(=O)n1-c1cccc(OC)c1	4.1	15.3%
CC(C)(C)c1ccc(S(=O)(=O)NCC(=O)N2CCN(C(=O)c3ccco3)CC2)cc1	13.3	-5.0%

Record cards, as listed above. Order of screens: Mtb RmlCD inh	M. tuberculosis GlmU
COc1cc(/C=N/NC(=S)NC2CC3C=CC2C3)cc(OC)c1OC (stereo unspecified) is listed as -5.7	47.0%
O=C(O)Cc1ccc(NS(=O)(=O)c2ccccc2Br)cc1 is listed as 15.7	-5.8%

Compound activity deposited in PubChem by several laboratories.
